FLuc counter: qHTS profiling assay for firefly luciferase inhibitor/activator using purifed enzyme and Km concentrations of substrates (counterscreen for miR-21 project); Potency, µM (series often up to 57.5 µM), without a hit: at the highest dose activity change, negative = inhibition, actives largely listed as inhibitors; 360,000 tested, 6.9% active; AID 588342, 2011; Luciferin 4-monooxygenase (Photinus pyralis), P08659; purified FLuc, Km substrates, luminescence inhibition;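 note: plate controls were vehicle for no effect and reference inhibitor for full effect; nearly all actives have a fitted effect of over 55% in size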
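Purified P. pyralis luciferase (10nM final) with 10uM D-luciferin and 10uM ATP (Km levels) in 50mM Tris acetate pH 7.5, 10mM Mg acetate, 0.01% Tween-20, 0.05% BSA; qHTS 6-point titration, ~60 µM downward; luminescence read.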
ELG1 genotox: qHTS screen for small molecules that induce genotoxicity in human embryonic kidney (HEK293T) cells expressing luciferase-tagged ELG1 | HEK293T ELG1-luciferase reporter, luminescence, 16 h | Potency, µM (doses to about 46 µM), for inactives: top-dose activity change, positive = activation, most hits filed as activators | 330,000 tested, 1.3% active; note: % of control where 0% means no effect; nearly all actives have a fitted effect of over 60% in size
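Screening used a luciferase reporter fused to human ELG1 in HEK293T cells. Luminescence was read on a CCD plate imager after 16 hr exposure and 30 min ONE-Glo incubation.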
RORg inh: qHTS for inhibitors of ROR gamma transcriptional activity | Drosophila S2 Gal4-RORgamma UAS-luciferase reporter, 20 h | 310,000 tested, 5.4% active | Nuclear receptor ROR-gamma (Mus musculus), P51450 | Potency, µM (series often up to 53.6 µM), without a hit: top-dose activity change, negative = inhibition, actives largely listed as inhibitors; note: % is set by controls: 0 for no effect and ±100 for the full control effect; nearly all actives have a fitted effect of over 60% in size
Target sequence (P51450 whole entry, looked up, the tested form may be a part): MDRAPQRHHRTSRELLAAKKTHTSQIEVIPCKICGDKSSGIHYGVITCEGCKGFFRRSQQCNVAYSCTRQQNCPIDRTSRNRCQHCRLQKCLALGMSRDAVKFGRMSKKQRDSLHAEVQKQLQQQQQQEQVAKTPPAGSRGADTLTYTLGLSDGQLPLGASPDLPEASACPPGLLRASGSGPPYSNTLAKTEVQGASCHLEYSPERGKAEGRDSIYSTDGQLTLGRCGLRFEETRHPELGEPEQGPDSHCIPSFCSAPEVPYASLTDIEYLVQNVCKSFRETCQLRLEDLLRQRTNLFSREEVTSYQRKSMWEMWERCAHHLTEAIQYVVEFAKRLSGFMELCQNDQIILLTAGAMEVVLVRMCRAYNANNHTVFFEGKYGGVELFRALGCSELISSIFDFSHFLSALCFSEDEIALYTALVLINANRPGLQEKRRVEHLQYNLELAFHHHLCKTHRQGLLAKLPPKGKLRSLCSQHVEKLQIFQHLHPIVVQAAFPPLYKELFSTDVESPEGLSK
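Read-out: Photinus luciferase luminescence; inhibitors lower reporter signal. Insect Schneider cells with Gal4-ROR gamma fusion under metallothionein promoter, UAS reporter; 700 uM final copper sulfate induction, 20 hr, ambient temperature.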
p53 reactivation: qHTS assay for re-activators of p53 using a Luc reporter | AID 504706, 2011 | 320,000 tested, 0.063% active | H1299 p53-A138V BP100-luciferase reporter, luminescence, 24 h | Potency, µM (doses to about 92.2 µM), for the others: at the highest dose activity change, positive = activation, usual class: activators; note: % of control where 0% means no effect; nearly all actives have a fitted effect of over 45% in size
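H1299 (p53-null), stable ts p53-A138V + BP100-Luc; 1000 cells/well, Opti-MEM/10% FBS; cpd 4 pt, 1:5; 24 h, 37 deg C, 5% CO2; detection reagent 10 min RT; luminescence.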
NPC1 promoter act: qHTS Assay for NPC1 Promoter Activators; AID 485313, 2010; 320,000 tested, 2.4% active; Huh7 NPC1 promoter luciferase reporter, 24 h; Potency, µM (titrated, usually from 9.22 µM), inactives show top-dose activation, usual class: activators;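 note: % of control where 0% means no effect; nearly all actives have a fitted effect of over 60% in size; reporter is driven by a mutant NPC1 promoter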
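Cells: Huh7 expressing luciferase under the NPC1 promoter, 1500/well. Seeded 2 h, compound added, incubated 24 h at 37 °C. Luciferase reagent, 10 min ambient, then luminescence.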
MBNL1-CUG inh: qHTS Assay for Inhibitors of MBNL1-poly(CUG) RNA binding; Muscleblind-like protein 1 (Homo sapiens), Q9NR56; TR-FRET MBNL1-His/biotin-(CUG)12 binding, 665/545 ratio; Potency, µM (top dose mostly 57.5 µM), without a hit: at the highest dose activity change, negative = inhibition, hits mostly inhibitors; 280,000 tested, 0.036% active; active = well fitted inhibition curve with a large enough effect in the signal ratio, with a control signal flat, not every such curve was filed as active; inconclusive = small, poorly fitted or top-dose-only effect, or effect the other way, or a change in a side signal; inactive = no such curve, though single readings can be large or run the other way; the % refers to the signal ratio; note: % is set by controls: 0 for no effect and ±100 for the full control effect
Target sequence (Q9NR56 whole entry, looked up): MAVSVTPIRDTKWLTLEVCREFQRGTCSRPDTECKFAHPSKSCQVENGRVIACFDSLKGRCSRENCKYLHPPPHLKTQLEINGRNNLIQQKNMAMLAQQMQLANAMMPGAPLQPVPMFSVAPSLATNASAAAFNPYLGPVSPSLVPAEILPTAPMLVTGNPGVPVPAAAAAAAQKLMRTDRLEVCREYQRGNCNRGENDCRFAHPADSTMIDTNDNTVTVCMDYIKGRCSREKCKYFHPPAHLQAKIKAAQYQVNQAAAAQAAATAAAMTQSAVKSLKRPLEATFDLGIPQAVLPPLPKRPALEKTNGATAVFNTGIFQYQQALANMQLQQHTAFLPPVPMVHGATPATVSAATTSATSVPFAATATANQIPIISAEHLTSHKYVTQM
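MBNL1-His + Biotin-(CUG)12, cpd titration 92 nM–58 uM; Tb anti-His Ab 0.055 ng/ul, SA-XL665 5 nM (final); 60 min RT; ratiometric 665/545 nm, Ex 340 nm; normalized to buffer and full-complex controls.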
Gal4-VP16 FLuc: VP16 counterscreen qHTS for inhibitors of ROR gamma transcriptional activity. Drosophila S2 Gal4-VP16 UAS-luciferase, luminescence, 20 h. Potency, µM (top dose mostly 53.6 µM), for the others: at the top dose activity, negative = inhibition, actives largely listed as inhibitors. 310,000 tested, 3.5% active. AID 2546, 2010;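 note: Gal4-VP16 expression switched on by copper sulfate through the metallothionein promoter; % is set by controls: 0 for no effect and ±100 for the full control effect; nearly all actives have a fitted effect of over 50% in size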
Rab9 promoter act: qHTS Assay for Rab9 Promoter Activators. Huh7 Rab9 promoter-luciferase reporter, luminescence, 24 h. Potency, µM (doses to about 9.22 µM), inactives show top-dose activation, negative = inhibition, actives largely listed as activators. 320,000 tested, 2.8% active. AID 485297, 2010; note: % of control where 0% means no effect; nearly all actives have a fitted effect of over 60% in size
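Steps: seed 1500 Huh7 Rab9-luc cells per well, rest 2 h at 37 °C; add compound in DMSO; incubate 24 h; add luciferase reagent, 10 min ambient; read luminescence.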
uPA surface inh: qHTS for Inhibitors of Cell Surface uPA Generation; cell surface uPA generation assay, qHTS; Potency, µM (series often up to 38.3 µM), without a hit: at the highest dose activity change, negative = inhibition, most hits filed as inhibitors; 330,000 tested, 0.31% active; AID 540303, 2011; active = well fitted inhibition curve with a large enough effect; inconclusive = small, poorly fitted or top-dose-only effect; inactive = no such curve, though single readings can be large or run the other way; tested in mouse RAW 264.7 cells; note: % is set by controls: 0 for no effect and ±100 for the full control effect; nearly all actives have a fitted effect of over 55% in size
BRCA1 expr up: qHTS Assay to Identify Small Molecule Activators of BRCA1 Expression | MCF7-BRCA1-FFLuc reporter, luminescence, 48 h; response scale: scaled: vehicle 0%, 10 µM genistein 100% | Potency, µM (doses to about 46.1 µM), for the others: top-dose activation, actives largely listed as activators | 380,000 tested, 1.1% active | AID 624202, 2012; note: nearly all actives have a fitted effect of over 80% in size; some results filed as inactive show a strong effect at the top dose
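Reporter cells (MCF7, BRCA1 promoter-firefly luciferase) received library compounds across a concentration series for 48 h. End-point luminescence was measured and concentration-effect curves derived after normalization.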
An asterisk follows results filed as active; ? = inconclusive; / = not tested or not shown; [ ] = another dose, or the depositor's remark. Unless noted, calls come from the whole dose curve; as a rule, active = well fitted curve in the direction sought with a large enough effect; inconclusive = small, poorly fitted or top-dose-only effect, or another doubt; inactive = no such curve, though single readings can be large; an effect the other way counts as inactive or inconclusive. Potency is the fitted concentration of half-maximal effect.

Below each SMILES – FLuc counter, ELG1 genotox, RORg inh, p53 reactivation, NPC1 promoter act, MBNL1-CUG inh, Gal4-VP16 FLuc, Rab9 promoter act, uPA surface inh, BRCA1 expr up
Cc1cccc(C)c1NC(=S)N(CCN1CCCCCC1)Cc1ccco1
    -2%, -6%, 13µM*, 3%, -1%, 3%, 15%[10 µM], -5%, -7%, -5%
Cc1cc(C(C)(C)C)cc(S(=O)(=O)NCCO)c1C
    3%[2.3 µM], 0%, 0%, -6%, 1%, 1%, -6%, 0%, -8%, 10%
CCOc1ccc(C(=O)NCc2cccnc2)cc1
    -1%, -1%, -9%, 1%, 1%, -6%, 0%, 0%, -1%, -2%
S=C(NCCc1ccccc1)Nc1nccs1
    ?, 5%, /, ?, 0%, /, /, 23%, -1%, ?
Cc1cccc(CN2C(=O)N/C(=C/c3ccc(C)s3)C2=O)c1
    1%, 17%, -8%, 15%, 3%, 3%, -1%, 1%, -10%, -47%
COc1ccccc1CC(=O)Nc1ccc(S(=O)(=O)N2CCCCC2)cc1
    1%, -2%, -1%, -6%, -2%, -1%, 1%, 2%, -1%, 19%
O=c1c2[nH]cnc2n(-c2cccc(Br)c2)c(=O)n1Cc1ccccc1
    -2%, 3%, 6%, -6%, 1%, 2%, -7%, -4%, -8%, -31%
CC1CCN(Cc2nnnn2-c2cccc([N+](=O)[O-])c2)CC1
    0%, -1%, ?, 2%, -6%, /, ?, -3%, 6%, -15%
CCN(Cc1ccccc1)C(c1cc2cc(C)cc(C)c2[nH]c1=O)c1nnnn1CCOC (stereo unspecified)
    -18%, -1%, 32%, -6%, 0%, 19%, -19%, 11%, -1%, -27%
Cc1ccc(C2OC3=C(C(=O)CC(C)(C)C3)C(N)=C2C#N)o1 (stereo unspecified)
    -3%, 2%, 2%, -5%, -6%, 6%, -5%, -5%, 2%, -1%
CC(C)(C)NC(=O)C(=O)NN=C1CCCCCCC1
    -2%, 1%, -7%, 3%, -2%, 1%, 14%, ?, 2%, 44%
CCN1CCN(c2cc(C)c3cc(NC(=S)NCCCOC)ccc3n2)CC1
    -1%, 2%, -27%, 2%, -3%, -4%, -4%, 13%, 9%, -46%
Cc1ccc(NC(=O)CC(C)CC2=NS(=O)(=O)c3ccccc3N2)cc1 (stereo unspecified)
    -5%, 2%, 24%, 5%, -2%, -1%, 0%, -1%, 8%, 38%
N#CC(C#N)=Cc1ccc(-c2ccc(S(=O)(=O)N=C(N)N)cc2)o1
    1%, 0%, 8%, ?, -6%, ?, -13%, 1%, -1%, -29%
CCc1ccc(NC(=O)C(=O)NCc2ccccn2)cc1
    19µM*, ?, 16%, 4%, ?, -9%, 5%, 3.5µM*, -4%, 3.5µM*
CCOC(=O)N1CCC(NC(=O)CSc2cc(=O)n(CC)c3ccccc23)CC1
    2%, 11%, 9%, -14%, -1%, 5%, 12%, 0%, -1%, -36%
Cc1cc(Cn2nc(-c3ccccc3C)cc2C(=O)O)on1
    3%, 8%, /, -1%, -1%, /, /, -5%, 7%, 8%
Cc1csc(NC(=O)c2ccc(S(=O)(=O)N(C)c3ccccc3)cc2)n1
    ?, -6%, -8%, ?, 8%, -2%, -5%, 16%, 1%, 14%
O=c1c2ccccc2c(-c2ccc(O)cc2)nn1-c1cccc(C(F)(F)F)c1
    -1%, 3%, 4%, -19%, 0%, -10%, -29%, 0%, 1%, -77%
CNC(=S)N(CCc1c(C)[nH]c2ccc(Cl)cc12)Cc1cccnc1
    0%, -2%, -35%, -2%, -4%, -18%, -13%, -8%[1.84 µM], 6%, -20%
O=C(COC(=O)Cn1cnc2ccccc2c1=O)NNC(=O)c1ccc(Br)cc1
    /, -1%, /, -2%, /, /, /, /, -1%, 1%
CSc1nc2n(n1)C(c1ccccn1)C1=C(CC(C)(C)CC1=O)N2 (stereo unspecified)
    3%, 16%, 1%, 12%, 11%, -1%, -4%, 3%, /, 3%
CC1=CC(=O)CC(C)(C)[C@@]1(O)/C=C/[C@@H](C)O[C@@H]1O[C@H](CO)[C@@H](O)[C@H](O)[C@H]1O
    /, 1%, /, 0%, /, /, /, /, 7%, 8%
C/C=C(\NC(C)=O)c1ccccc1
    -2%, 5%, /, 5%, 1%, /, /, 2%, 8%, 15%
CCc1ccc2c(c1)C(=O)c1ccccc1C2=O
    6µM*, ?, 4%, ?, ?, ?, 6%, ?, 0%, ?
CCOCCCNc1nc(C(F)(F)F)nc2c1nnn2Cc1ccccc1Cl
    1%, -6%, ?, -5%, -2%, 0%, -9%, -6%, -2%, -27%
CCOC(=O)c1cnn(-c2ncnc3sc4c(c23)CCC4)c1N
    5%, 2%, -2%, ?, -5%, -11%, 2%, 16%, 2%, -63%
O=C(CCCCCNC(=O)c1ccccc1)N/N=C/c1ccco1
    -5%, 0%, 13%, 0%, 0%, 10%, -6%, 5%, -3%, 21%
CCOC(=O)N1CCN(C(=O)COC(=O)Cc2ccc(OC)cc2)CC1
    0%, -8%, 1%, 8%, 1%, -4%, -2%, 2%, -1%, -2%
COc1ccc(NC(=O)Cn2c(-c3ccccc3)cc(C(C)=O)c2C)c(OC)c1
    0%, -10%, -27%, 2%, 0%, 6%, -5%, -8%, -2%, -5%
Cc1cc(OCC(=O)Nc2ccccn2)c2c(C)c(C)c(=O)oc2c1
    -10%, 2%[9.26 µM], 8%, 26%, 11%, 3%, 1%, 15%, 9%, 0%
COc1c(C)cc(C(=O)C2CCCN(C(=O)c3cc(C4CC4)[nH]n3)C2)cc1C (stereo unspecified)
    -1%, -2%, ?, 0%, 0%, -3%, -7%, 0%, 2%, -14%
CCCn1c(N2CCN(S(=O)(=O)Cc3ccccc3)CC2)nc2ccccc21
    1%, -4%, -1%, 5%, -2%, -4%, 7%, -6%, -8%, -93%[inhibitor]
N#Cc1ccc(/C=N/NC(=O)CCc2ccc(S(=O)(=O)N3CCOCC3)cc2)cc1
    6%, 0%, 40%, -15%, -5%, 28%, -12%, -2%, 1%, -29%
CN(CC(=O)Nc1ccc(SC(F)F)cc1)C1CCCCC1
    -3%, -7%, 22%, -3%, -3%, -11%, 0%, 2%, -3%, 2%
COc1ccc(C(=O)NCC(=O)OC2CCCCC2=O)cc1 (stereo unspecified)
    -14%, 3%, 19%, 0%, -1%, -1%, 7%, -6%, 2%, -4%
COc1cccc(CSc2nnc(C(F)(F)F)n2Cc2ccc(F)cc2)c1
    0%, -5%, 29%, 3%, -3%, -9%, ?, 0%, /, 8%
O=C(COC(=O)CNS(=O)(=O)c1ccc(F)c(F)c1F)NCCc1ccccc1
    5.4µM*, ?, -6%, 25%, ?, 4%, 0%, ?, 0%, 3%
COc1ccc(S(=O)(=O)NNC(=O)Nc2ccccc2OC)c(OC)c1
    2%, 2%, 15%, 1%, 0%, -5%, 3%, -1%, -3%, -15%
CCC(C)(C(=O)NC1CCCCC1)N(Cc1cccs1)C(=O)c1ccc(=O)[nH]c1 (stereo unspecified)
    1%, -3%, -17%, 9%, -1%, 8%, 7%, -5%, 1%, 10%
O=C(NCCCO)c1ccc2[nH]c3c(c2c1)CCCC3
    ?, ?, 28%, 9%, 16%, -6%, 15%, 7%, 3%, 49%
COc1ccc(C(=O)NCc2cccc(Cl)c2)cc1S(=O)(=O)N1CCOCC1
    0%, 4%, /, 0%, -1%, /, /, -4%, -2%, 5%
CNc1ncc(Cc2ccccc2)s1
    ?, 0%, 8.9µM*, 23%, 1%, -4%, -18%, 3%, 1%, -6%
CCN(CC(=O)NCc1ccc(F)cc1)Cc1nc2ccccc2c(=O)[nH]1
    1%, 0%, 4µM*, -2%, 0%, -2%, 10µM*, 4%, 0%, -27%
COc1ccccc1NS(=O)(=O)c1cccc(N=C2N=C(N)c3ccccc32)c1
    -15%, 2%, 16%, 4%, -4%, ?, ?, -2%, ?, -39%
Cc1cc(/C=N/Nc2nc(N3CCOCC3)nc(N3CCOCC3)n2)c(C)n1-c1ccccc1
    ?, -8%, -12%, 1%, 0%, 3%, -21%, 3%, -3%, -8%
Cc1ccc(OCCC(=O)NNC(=O)c2ccccc2F)cc1
    /, -1%, /, -8%, -1%, /, /, -10%, 5%, 10%
CCC(CC)C(=O)Nc1ccc(Sc2ccc([N+](=O)[O-])cc2)cc1
    4%, -2%, -1%, -11%, -5%, 7%, ?, -1%, /, -61%
COc1ccc(Cl)cc1S(=O)(=O)N1CCCC1=O
    0%, 3%, 2%, 1%, -1%, -9%, 1%, -19%, 4%, 15%
COc1ccccc1C(C)NS(=O)(=O)c1cccs1 (stereo unspecified)
    -1%, -2%, -16%, 12%, -2%, 3%, -5%, 1%, /, /
O=C(CSc1nnc(-c2cccnc2)n1C1CCCCC1)NC1CCCC1
    1%, -2%, 47%, 1%, -2%, ?, 1%, -2%, /, 0%

From PubChem BioAssay
